Avidin fluor = compound fluoresces at 488/530 nm on avidin beads; compound fluorescence 488/530 nm, flow cytometry; hits give high values; fluorescence (KMESF) at 10 µM; hit rate 0.38% among 220,000; AID 1775; in the data active means fluorescence above about 47; further: inactives centre near 10
Bcl-B Bim block = inhibitors of Bim-Bcl-B interaction, human; Q9HD36; bead-based flow cytometry, Bim peptide-Bcl-B binding; inhibition, % at 10 µM; hit rate 0.073% among 190,000; AID 951;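 further: 0% = tracer peptide without compound and 100% = reference inhibitor peptide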
Target sequence (Q9HD36 whole entry, looked up): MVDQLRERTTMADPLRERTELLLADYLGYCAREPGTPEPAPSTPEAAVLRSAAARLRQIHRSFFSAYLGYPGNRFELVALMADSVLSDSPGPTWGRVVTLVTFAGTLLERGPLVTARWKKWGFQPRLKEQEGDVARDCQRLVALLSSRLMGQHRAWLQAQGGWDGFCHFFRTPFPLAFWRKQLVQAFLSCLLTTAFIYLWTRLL
Bim-Bcl-W = inhibitors of Bim-Bcl-W interaction, human; bead-based flow cytometry, Bim peptide-Bcl-W binding; inhibition, % at 10 µM; hit rate 0.02% among 190,000; AID 952;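 further: 0% = bound tracer without compound and 100% = peptide blocker; higher means less fluorescent Bim peptide bound to Bcl-W beads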
Target sequence (Q92843 whole entry, looked up): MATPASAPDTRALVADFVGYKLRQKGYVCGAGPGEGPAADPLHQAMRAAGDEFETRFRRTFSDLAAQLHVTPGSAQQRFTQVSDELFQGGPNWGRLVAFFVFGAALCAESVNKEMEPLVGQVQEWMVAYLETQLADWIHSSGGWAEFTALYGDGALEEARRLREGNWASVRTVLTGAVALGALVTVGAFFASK
GSH bead fluor = GSH bead compound fluorescence profile; hit rate 0.25% among 190,000; fluorescence (KMESF) at 10 µM; GSH beads flow cytometry, compound fluorescence 488/530 nm; hits give high values; in the data active means fluorescence above about 89;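 further: glutathione beads carrying GST-tagged Bcl family fusion proteins plus one bare bead set; values are compound well signal with DMSO vehicle wells as background; inactives centre near 16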
RGS4-Gao reg = modulates binding of RGS4 to human Galphao; hit rate 0.33% among 220,000; P09471; Multiplexed bead flow cytometry; actives lie on both sides; AID 1415; binding response (% of control), % at 10 µM; in the data active means binding response below about 49% or above about 150%; inactive means in between;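 further: fluorescent Galphao activated with aluminum fluoride binding bead-coupled RGS4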
Bcl-XL Bim block = disrupts Bim peptide binding to human Bcl-XL; Q07817; bead flow cytometry, fluorescence; hit rate 0.04% among 190,000; AID 1007; inhibition, % at 10 µM
Target sequence (Q07817 whole entry, looked up): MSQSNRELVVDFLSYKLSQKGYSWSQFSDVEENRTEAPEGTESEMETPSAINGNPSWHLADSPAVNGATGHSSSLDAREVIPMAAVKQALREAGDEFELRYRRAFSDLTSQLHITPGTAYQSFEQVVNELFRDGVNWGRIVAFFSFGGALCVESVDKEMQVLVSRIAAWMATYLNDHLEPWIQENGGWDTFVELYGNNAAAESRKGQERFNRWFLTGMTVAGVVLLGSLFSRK
ABCB1 inh = human ABCB1 inhibition, ABCG2 as counter-screen; P08183; CCRF-Adr cells, JC-1 efflux, flow cytometry; inhibition, % at 6.6 µM; hit rate 0.067% among 190,000; AID 1326; in the data active means inhibition above about 40%;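 further: 0% = vehicle and 100% = reference inhibitor; higher value means more JC-1 retained so stronger ABCB1 efflux block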
RGS7-Gao = human RGS7-Galphao interaction regulation; P09471; Multiplexed bead flow cytometry, RGS7-Galphao binding; actives lie on both sides; binding response (% of control), % at 10 µM; hit rate 0.35% among 220,000; in the data active means binding response below about 49% or above about 150%; inconclusive means no clear call, values can overlap the other calls; inactive means in between;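 further: fluorescent Galphao held in activated GDP-AlF4 state binding bead-coupled RGS7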
ABCG2 block = blocks JC-1 efflux by human ABCG2 transporter | IgMXP3 cells, flow cytometry | AID 1325 | inhibition, % at 6.6 µM | hit rate 0.1% among 190,000 | Q9UNQ0;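 active means inhibition above 80%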;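 further: 0% = DMSO and 100% = nicardipine control wells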
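Times: 10 min at 25 °C | Test system: Two drug-resistant human cell lines, ABCG2 and ABCB1 | Quantity: 3 million cells/mL final, two lines in 1:1 ratio | Signal: Flow cytometry, 530 nm JC-1 signal | Dosing: Compound at 6.6 µM | Controls: Nicardipine and DMSO wells | Reagent: JC-1 as fluorescent efflux pump substrate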
Bim-Bfl-1 = human Bim-Bfl-1 interaction inhibition; Q16548; Bead-based flow cytometry, Bim-Bfl-1 binding inhibition; inhibition, % at 10 µM; hit rate 0.12% among 190,000; AID 1008;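 further: 0% = wells without compound plus tracer and 100% = blocker peptide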
Bim-Bcl-2 = human Bim-Bcl-2 interaction inhibition | Bead-based flow cytometry, Bim peptide-Bcl-2 binding | inhibition, % at 10 µM | hit rate 0.06% among 190,000 | AID 950; in the data active means inhibition above about 40%; inconclusive means no clear call, values can overlap the other calls;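 further: 0% = no compound wells with probe peptide and 100% = reference peptide inhibitor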
Target sequence (P10415 whole entry, looked up): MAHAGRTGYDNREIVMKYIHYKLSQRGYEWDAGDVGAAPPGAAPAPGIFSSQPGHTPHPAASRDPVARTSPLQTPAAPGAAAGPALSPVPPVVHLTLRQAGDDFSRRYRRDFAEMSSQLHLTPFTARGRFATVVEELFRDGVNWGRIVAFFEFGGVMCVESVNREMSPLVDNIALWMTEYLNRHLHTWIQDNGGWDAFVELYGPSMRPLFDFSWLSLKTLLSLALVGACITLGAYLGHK
Numbers without * were called inactive; ? = inconclusive. Unless noted, no stated cut-off is given here; in the data, active means inhibition above about 40%. No enrichment for hits. About 1.3% of those tested had a hit in this group.

The first two compounds as a preview:
SMILES | Avidin fluor | Bcl-B Bim block | Bim-Bcl-W | GSH bead fluor | RGS4-Gao reg | Bcl-XL Bim block | ABCB1 inh | RGS7-Gao | ABCG2 block | Bim-Bfl-1 | Bim-Bcl-2
CCc1nc2n[nH]c(N)c2c2c1CCCC2 | 15 | -3 | 0 | 33 | 101 | -7 | 6.5 | 97 | 16 | -18 | -13
O=C(NCCc1csc(-c2cccnc2)n1)c1ccc(Br)o1 | 16 | 26 | 24 | 8 | 97 | 25 | -0.3 | 94 | 2 | 7 | 13

The listing, from the start:
SMILES | Avidin fluor | Bcl-B Bim block | Bim-Bcl-W | GSH bead fluor | RGS4-Gao reg | Bcl-XL Bim block | ABCB1 inh | RGS7-Gao | ABCG2 block | Bim-Bfl-1 | Bim-Bcl-2
CCc1nc2n[nH]c(N)c2c2c1CCCC2 | 15 | -3 | 0 | 33 | 101 | -7 | 6.5 | 97 | 16 | -18 | -13
O=C(NCCc1csc(-c2cccnc2)n1)c1ccc(Br)o1 | 16 | 26 | 24 | 8 | 97 | 25 | -0.3 | 94 | 2 | 7 | 13
CCN(CC)S(=O)(=O)c1cc(C(=O)OC)ccc1Cl | 21 | 1 | 0 | 5 | 102 | 0 | -0.2 | 105 | -1 | -4 | -4
O=C(NCc1cccs1)[C@@H]1CSC2c3ccccc3C(=O)N21 (stereo partly specified) | 13 | -1 | 0 | 10 | 114 | 0 | 0.1 | 110 | 1 | 4 | -2
CC(=O)NC1(c2nnnn2CCOC(=O)Nc2ccc(Cl)cc2)CCCCC1 | 29 | -8 | -5 | 18 | 102 | -7 | 0.0 | 100 | 14 | -16 | -7
CC(C)c1nc(SCC(=O)Nc2ccc3c(c2)OCCO3)n[nH]1 | 21 | -6 | -2 | 15 | 95 | 0 | 1.6 | 91 | 4 | -8 | -2
COc1ccc(CC(=O)NNC(=O)CSc2ccc(C)cc2)cc1 | 9 | -4 | -3 | 18 | 101 | -1 | 0.1 | ? | 0 | -6 | -3
Cc1cc(C(=O)NCc2ccco2)c2cc(F)ccc2n1 | 12 | -3 | 0 | 25 | 107 | -1 | 0.3 | 117 | 2 | -6 | 0
CCCCn1c(SCc2c(C)noc2C)nc2cc(S(N)(=O)=O)ccc21 | 12 | -1 | 0 | 25 | 96 | -2 | 0.5 | 98 | 1 | -1 | -1
S=C(NC1CC1)N1CCc2ccccc2C1 | 10 | -7 | 0 | 15 | 100 | 0 | 3.9 | 100 | 12 | -3 | -1
CSc1ccc(CN2CCN(CC=C(C)C)C(CCO)C2)cc1 (stereo unspecified) | 9 | 1 | -3 | 23 | 100 | -2 | 1.1 | 100 | 3 | 4 | 0
O=C(O)CC(=O)Nc1ccccc1C(=O)O | 12 | -8 | -1 | 31 | 97 | -4 | 2.7 | 94 | 7 | -16 | -16
Cc1sc2ncnc(N3CCCCC3C)c2c1C (stereo unspecified) | 12 | -9 | 0 | 8 | 99 | -6 | 0.1 | 102 | 1 | -13 | -14
O=C(Nc1cccnc1)C1CC(c2ccccc2O)=NO1 (stereo unspecified) | 13 | -1 | 0 | 23 | 96 | 0 | 0.6 | 96 | 3 | 2 | 0
CCOC(=O)N1CCN(C(=O)c2cnn(-c3ccccc3)c2NC(=O)c2ccccc2F)CC1 | 13 | -8 | -1 | 25 | 100 | 1 | 0.2 | 100 | 1 | -15 | -11
Cn1c(=O)c2c(c3ccccc31)OC(=O)CC2c1cccnc1 (stereo unspecified) | 7 | -3 | 0 | 27 | 105 | -1 | 1.3 | 108 | 4 | -5 | -2
CCc1nnc(NC(=O)CSc2nc3c(cc2C#N)CCCC3)s1 | 9 | 1 | -4 | 35 | 109 | -5 | 2.9 | 98 | 11 | -3 | -3
COc1ccc(-n2c(Cn3nnc4ccccc43)nnc2SCC(=O)O)cc1 | 11 | -11 | 0 | 13 | 103 | -6 | 0.7 | 98 | 3 | -15 | -16
COc1ccc(N(C(=O)c2cccc(OC)c2OC)C2C=CS(=O)(=O)C2)c(OC)c1 (stereo unspecified) | 7 | -7 | 0 | 39 | 97 | -11 | 0.2 | 99 | -1 | -7 | -5
CCCc1nc(S(=O)(=O)Cc2ccc(Cl)cc2Cl)n[nH]1 | 5 | -6 | 0 | 25 | 98 | -7 | 0.5 | 100 | 4 | -12 | -3
Cc1nn(-c2ccc(Cl)c(Cl)c2)c(C)c1C(=O)O | 11 | -5 | 0 | 24 | 100 | -2 | 1.2 | 97 | 13 | -7 | -1
O=C(NCc1ccc2c(c1)OCO2)c1n[nH]c(=O)c2ccccc12 | 12 | -2 | -6 | 10 | 99 | -3 | 0.3 | 100 | 1 | -6 | -3
CCOc1cc(NC(=S)NCCCN2CCOCC2)c(OCC)cc1NC(=O)c1cccc(C)c1 | 10 | -1 | 0 | 17 | 99 | -2 | -0.8 | 95 | 0 | -3 | -4
Cc1[nH]nc(SCC(=O)NCc2ccc(F)cc2)c1[N+](=O)[O-] | 7 | 24 | 30 | 4 | 103 | 42* | 0.8 | 101 | 35 | 36 | 30
CSc1ccccc1NC(=O)COc1ccc(Cl)cc1Cl | 11 | -2 | -4 | 13 | 101 | -6 | 0.3 | 102 | 2 | -1 | -5
Cc1ccc(N2C(=O)Nc3ccc(Br)cc3C2(O)C(=O)NCCCN(C)C)cc1C (stereo unspecified) | 4 | -5 | 2 | 43 | 100 | -3 | 0.0 | 97 | 0 | -8 | -4
Cc1ccc(SCC(=O)Nc2ccc(-c3nc4ccccc4[nH]3)cc2)cc1 | 8 | -4 | -3 | 12 | 100 | -2 | -0.2 | 104 | 2 | -4 | -1
Cc1ccc(-c2ccc(NC(=O)C3C4C=CC(C4)C3C(=O)O)cc2)o1 (stereo unspecified) | 13 | -1 | -4 | 21 | 99 | -5 | 0.5 | 98 | 2 | 0 | 3
COc1cc(OC)cc(C(=O)Nc2ccc(S(=O)(=O)Nc3ncccn3)cc2)c1 | 21 | -1 | 0 | 11 | 100 | 0 | 0.0 | 99 | 0 | -3 | 0
NS(=O)(=O)c1ccc(NC(=O)c2cc(Cl)ccc2Cl)cc1 | 10 | -3 | -1 | 71 | 102 | -4 | -0.3 | 101 | -1 | 0 | -1
Cc1ccc2nc(NC(=O)c3ccc(Cl)s3)sc2c1 | 5 | -2 | -3 | 20 | 100 | -3 | -0.2 | 103 | -1 | 0 | 1
N#C/C(C(=O)c1ccccc1)=C1/CCCCCN1 | 4 | 0 | 5 | 4 | 108 | 2 | 0.1 | 109 | 0 | 1 | 2
CCC(C)OC(=O)C1=C(C)NC(=O)NC1c1ccc(F)cc1 (stereo unspecified) | 25 | 1 | 0 | 17 | 97 | -1 | 0.6 | 98 | 2 | 0 | -3
CC1=NN(c2ccccc2)C(=O)/C1=C\N1CC(C)OC(C)C1 (stereo unspecified) | 11 | 0 | -2 | 22 | 100 | -1 | 0.4 | 102 | 1 | 0 | 0
Cc1cc(C)n(-c2ccc(C(=O)Nc3ccc4c(c3)OCCO4)cc2)n1 | 16 | -9 | -4 | 26 | 104 | -4 | -2.2 | 105 | 1 | -8 | -12
O=C(N/N=C/c1ccccn1)c1cccc(S(=O)(=O)Nc2ccccc2Cl)c1 | 10 | 0 | 0 | 13 | 101 | 3 | 0.1 | ? | 6 | -4 | -4
CCOc1ccc(S(=O)(=O)N(CC(=O)N/N=C/c2cccs2)c2ccc(C)cc2)cc1 | 10 | -9 | 0 | 17 | 99 | -5 | 0.7 | 97 | 1 | -10 | -10
CCN(CC)C(=O)CSc1nc(C)cc(C)c1C#N | 8 | -7 | 1 | 24 | 102 | 0 | 0.2 | 100 | 7 | 0 | 0
CCc1cc2c(N3CCCCC3)ncnc2s1 | 6 | -3 | 1 | 247* | 108 | 3 | 0.2 | 108 | 4 | -7 | -4
CCc1cccc(NC(=O)CCC(=O)O)c1 | 8 | -7 | -1 | 5 | 92 | -4 | 0.7 | 94 | 15 | -1 | 1
COc1ccc(C(=O)N2CCN=C2c2ccccc2)cc1OC | 2 | 6 | 3 | 31 | 101 | -2 | 0.2 | 106 | 4 | 4 | 6
Cc1ccc(F)cc1NC(=O)CSc1ncccn1 | 10 | -8 | 0 | 9 | 99 | 0 | 0.8 | ? | 5 | -5 | -6
O=C(c1ccc2ccccc2c1)N1CCN(c2ccc(C(F)(F)F)cn2)CC1 | 10 | -7 | 0 | 50 | 101 | 5 | -0.1 | 103 | 0 | -13 | -7
COc1ccc2oc(C(=O)c3ccccc3)c(NC(=O)CN3CCN(C)CC3)c2c1 | 21 | -7 | -2 | 23 | 100 | -8 | 31 | 100 | 40 | -19 | -8
COC(=O)CN1C(=O)N/C(=C/c2ccc(OC)cc2)C1=O | 5 | -6 | -13 | 13 | 103 | -7 | -0.1 | 100 | 1 | -6 | -5
O=C(CSc1nnc(-c2ccccc2)c(-c2ccccc2)n1)NC1CCS(=O)(=O)C1 (stereo unspecified) | 10 | -1 | -2 | 16 | 99 | -1 | 0.6 | ? | 3 | -5 | -1
Cc1cc(NC(=O)CSc2nnc(-c3ccoc3C)n2N)no1 | 18 | 0 | 1 | 5 | 111 | 2 | -0.2 | 104 | 0 | -3 | -1
COc1ccc(Nc2nc(-c3cc4cccc(OC)c4oc3=O)cs2)cc1 | 8 | 0 | 3 | 19 | 97 | -2 | -3.7 | 102 | 1 | 3 | 3
CCCN1C(=O)C(O)(CC(=O)c2cccc(OC)c2)c2ccccc21 (stereo unspecified) | 2 | 2 | 2 | 60 | 88 | 18 | 1.2 | 91 | 9 | 2 | 3
CC(=O)c1cccc(NC(=O)Cc2cccs2)c1 | 5 | -5 | 6 | 7 | 95 | -1 | -0.2 | 98 | 0 | -10 | -2
CNC(=O)COC(=O)c1ccccc1Nc1ccccc1 | 11 | 0 | 2 | 12 | 102 | -1 | -0.5 | ? | 2 | -3 | 0
Cc1ccsc1C(=O)OCC(=O)Nc1ccc(Cl)cc1C(F)(F)F | 12 | -6 | -2 | 11 | 102 | -4 | -0.1 | 101 | 0 | -5 | -3
COc1ccccc1-c1ccc(=O)n(CC(=O)NCc2ccc3c(c2)OCO3)n1 | 6 | -4 | -1 | 14 | 102 | -3 | 0.6 | 103 | 2 | -6 | -7
Cc1ccc(OCCCn2c(CO)nc3ccccc32)cc1 | 3 | -5 | -3 | 12 | 87 | -7 | -0.1 | 88 | 7 | -7 | -7
Cc1ccn(CC(=O)N2CCCC(C(=O)c3cccc4ccccc34)C2)n1 (stereo unspecified) | 6 | -2 | -2 | 13 | 105 | -2 | 0.6 | 98 | 2 | -2 | -3
COc1ccc(NC(=O)C(C)NS(=O)(=O)c2ccccc2)cc1Cl (stereo unspecified) | 9 | -5 | 0 | 8 | 101 | -4 | 0.3 | 101 | 1 | -8 | 0

Compound profiles, as listed above. Order of screens: Avidin fluor	Bcl-B Bim block	Bim-Bcl-W	GSH bead fluor	RGS4-Gao reg	Bcl-XL Bim block	ABCB1 inh	RGS7-Gao	ABCG2 block	Bim-Bfl-1	Bim-Bcl-2
`COC(=O)CN1C(=O)N/C(=C/c2ccc(OC)cc2)C1=O` across the screens: 5	-6	-13	13	103	-7	-0.1	100	1	-6	-5
`Cc1ccc(F)cc1NC(=O)CSc1ncccn1` across the screens: 10	-8	0	9	99	0	0.8	?	5	-5	-6

Bioassay records from PubChem.
